Nrf2 block = Nrf2 pathway inhibition; A549 ARE-Fluc reporter, luciferase luminescence, 18-24 h; 2.1% of 360,000 active; Potency, µM (highest dose often 46 µM), for the others: at the highest dose activity change, negative = inhibition, actives largely listed as inhibitors; note: potency is the fitted concentration of half-maximal effect; % is set by controls: 0 for no effect and ±100 for the full control effect; nearly all actives have a fitted effect of over 60% in size
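Nrf2 function is reported as luminescence of an ARE-controlled luciferase in A549 cells. Compounds were tested at several concentrations, and a CellTiter-Fluor read on the same wells flagged cytotoxicity.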
Mm-Cpn inhibitor = blocks the Methanococcus maripaludis chaperonin Mm-Cpn; purified Mm-Cpn ATPase, ADP Transcreener TR-FRET; Potency, µM (highest dose often 76.9 µM), for inactives: at the highest dose activity, negative = inhibition, actives largely listed as inhibitors; 0.031% of 330,000 active; AID 504842; note: potency is the fitted concentration of half-maximal effect; % is set by controls: 0 for no effect and ±100 for the full control effect; nearly all actives have a fitted effect of over 80% in size
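Eu-cryptate anti-ADP/ADP-d2 competition gives a ratio inversely related to ADP. Enzyme at 25 nM was pre-exposed to compound for 10 min, then given 10 uM ATP for 30 min, 37°C throughout.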
HepG2 viability = kills HepG2 cells in TGF-b inhibitor counter-screen; HepG2 CAGA-GFP viability, ATP luminescence, 18 h; 0.76% of 410,000 active; AID 588856; Potency, µM (titrated, usually from 46.1 µM), for inactives: at the highest dose activity change, negative = cytotoxicity, usual class: cytotoxic; note: potency is the fitted concentration of half-maximal effect; some results filed as inactive show a strong effect at the top dose
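HepG2 CAGA-GFP cells (1000/well, DMEM with 1% FBS) received compound, then TGF-beta at 500 pg/mL final, and were incubated 18 hours at 37 degrees C. Viability was read by CellTiter-Glo luminescence. Media-only wells were set as complete cell-killing and DMSO as no toxicity.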
Nrf2 activator = Nrf2 pathway activation; Potency, µM (doses to about 46.1 µM), without a hit: at the top dose activation, usual class: activators; 0.31% of 410,000 active; AREc32 ARE-luciferase reporter (MCF7-derived line), luminescence, 24 h; AID 624171; note: potency is the fitted concentration of half-maximal effect; % of control where 0% means no effect; nearly all actives have a fitted effect of over 65% in size
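ARE-driven firefly luciferase activity in AREc32 cells measured after a 24 hr compound exposure at 37 deg C, using Steady-Glo reagent and a 30 min room-temperature hold.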
A549 tox = kills or reduces viability of A549 cells in Nrf2 counter-screen; A549 ARE-Fluc cells, CellTiter-Fluor viability, 18-24 h; Potency, µM (titrated, usually from 46 µM), for inactives: top-dose activity change, negative = cytotoxicity, usual class: inhibitors; 0.16% of 390,000 active; AID 504648; note: potency is the fitted concentration of half-maximal effect; % is set by controls: 0 for no effect and ±100 for the full control effect
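Cytotoxicity counterscreen: CellTiter-Fluor fluorescence was measured in A549 ARE_Fluc cells after 18-24 h of compound exposure in a concentration series. The subsequent BugLite luminescent read reports ARE-luciferase activity.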
TGFb inhibitor = blocks TGF-b signaling. Potency, µM (titrated, usually from 46.1 µM), for inactives: at the top dose activity, negative = inhibition, usual class: inhibitors. AID 588855. 1.2% of 410,000 active. HepG2 CAGA-GFP TGF-b/SMAD3 reporter, GFP fluorescence, 18 h; TGF-beta stimulated, 500 pg/mL final; note: potency is the fitted concentration of half-maximal effect; % is set by controls: 0 for no effect and ±100 for the full control effect; nearly all actives have a fitted effect of over 65% in size
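Read-out: total well GFP (ex488/em500-530) summed from mean per-cell fluorescence. Cells: HEPG2 CAGA-GFP, 1% FBS DMEM, 18 h at 37 degrees C with 500 pg/mL final TGF-beta. Unstimulated wells served as the full-inhibition control; stimulated DMSO wells = 0%.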
pAkt inh = blocks phosphorylation of Akt | Neuro2A IGF-stimulated pAkt S473 HTRF, 20 min; active compounds read low | activity change, % for hits at 50 µM | 0.32% of 360,000 active; in the data active = activity change below about -80%; inconclusive = mostly about -51% to -80%; note: % is set by controls: 0 for no effect and ±100 for the full control effect
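Neuro2A cells in DMEM with 0.5% FBS, overnight at 37 deg C, given compound at single 50 µM final, then IGF (6 nM final) for 20 min at 37 deg C. Lysed; phospho-Akt Ser473 by HTRF after 24 h, 665/615 ratio.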
CCT modulator = changes cytosolic chaperonin activity. activity change, % (concentration not given with the values), hits read low. purified chaperonin ATPase assay, HTRF ADP detection, 30 min. 0.3% of 360,000 active. AID 651819; in the data active = activity change below about -30%; note: % is set by controls: 0 for no effect and ±100 for the full control effect
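Nucleotide hydrolysis assay: TRiC at 20–40 nM final (set by batch activity) with 10 uM ATP, 30 min at 37 °C, in presence of 76 uM compound. Detection by competitive ADP HTRF, 30 min ambient.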
S2 tox = reduces viability in counter-screen for ATXN expression inhibitors; S2 cells (HEK-293 line with an ATXN2-luciferase reporter) viability, CellTiter-Fluor protease fluorescence, 24 h; Potency, µM (series often up to 56.7 µM), usual class: cytotoxic; AID 651635; 0.49% of 400,000 active; note: potency is the fitted concentration of half-maximal effect; nearly all actives have a fitted effect of over 40% in size
Active calls of the source: *; i = inactive; ? = inconclusive; . = not tested or not shown. Unless noted, calls come from the whole dose curve; as a rule, active = well fitted curve in the direction sought with a large enough effect; inconclusive = small, poorly fitted or top-dose-only effect, or another doubt; inactive = no such curve, though single readings can be large; an effect the other way counts as inactive or inconclusive.

SMILES	Nrf2 block	Mm-Cpn inhibitor	HepG2 viability	Nrf2 activator	A549 tox	TGFb inhibitor	pAkt inh	CCT modulator	S2 tox
COc1ccc(OC)c(C(=O)NC(CC(N)=O)c2ccc(N3CCCCCC3)c([N+](=O)[O-])c2)c1 (stereo unspecified)	-2%	1%	-6%	-0.3%	-4%	-16%	i	-2.3	i
O=C(N/N=C/c1cccc(Cl)c1)C(c1ccncc1)N1CCOCC1 (stereo unspecified)	10%	0%	-169%	-0.9%	2%	0%	i	0.7	i
Cc1nn2c(c1-c1ccccc1)NC1=C(C(=O)CCC1)C2c1ccccc1 (stereo unspecified)	.	-3%	-3%	0.6%	2%	-2%	i	-2.0	i
NC(=O)c1ncn([C@@H]2O[C@H](CNCc3ccc(OCC(=O)Nc4ccccn4)cc3)[C@@H](O)[C@H]2O)n1	19%	.	-8%	0.4%	4%	2%	i	-2.0	i
CCCn1cc(SCC(=O)NCc2ccc3c(c2)OCO3)c2ccccc21	0%	-1%	-9%	0.3%	3%	-7%	i	1.4	i
COc1ccc(Nc2cc(Nc3cc(OC)c(OC)c(OC)c3)ncn2)cc1	-30%	-1%	-23%	15%	-5%	-17%	i	-0.9	i
CCOc1ccc(CNC(=O)c2ccc(Sc3ccc(C)cc3)c(NC(C)=O)c2)cc1OC	?	-11%	1%	0.4%	-1%	?	i	0.2	i
CC(=O)Nc1ccc(S(=O)(=O)N(C)CC(=O)Nc2cccc(S(=O)(=O)N3CCCC3)c2)cc1	?	1%	3%	0.2%	2%	-10%	i	0.2	i
O=C1NC(=Nc2cccc(O)c2)S/C1=C\c1cccc([N+](=O)[O-])c1	-2%	0%	2%	?	6%	?	i	0.6	i
CS(=O)(=O)Nc1cccc(NC(=O)c2cccc3c(-c4cccnc4)coc23)c1	.	.	-22%	-0.4%	.	6%	i	2.0	?
COC(=O)CCCC1=CC2=C(c3ccccc3)C(=O)C(C)(OC(=O)C3CCCC3)C(=O)C2=CN1c1ccc(OC)cc1 (stereo unspecified)	23%	-1%	-1%	3.7%	-2%	-20%	i	1.2	i
CCCCC1(C)Nc2ccccc2-c2nc3ccccc3n21 (stereo unspecified)	?	-7%	-22%	4.0%	-8%	-3%	i	-0.5	i
Cc1nc2c(=O)oc3ccccc3c2n1-c1ccccc1	0%	1%	0%	0.2%	2%	-2%	i	1.3	i
CCOC(=O)c1c(C)[nH]c(CCC(=O)NCc2ccc(CC)cc2)c1C	.	.	-22%	4.1%	-1%	-4%	.	.	.
Cc1cc(C(=O)CSc2nc(N)cc(=O)[nH]2)c(C)n1-c1ccc(OC(F)F)cc1	18µM*	0%	-10%	3.0%	-18%	-18%	i	-1.6	i
CCc1cccc2c(-c3ccccc3)nc(SCC(=O)Nc3ccccc3)nc12	4%	.	-1%	-1.3%	6%	1%	.	.	.
S=C(NCc1ccco1)N/N=C/c1ccccc1Cl	6%	0%	7%	13%	14%	0%	i	-2.8	i
CCC(C(=O)NCCc1ccccc1)n1nc(C)n2c(cc3sccc32)c1=O (stereo unspecified)	-5%	.	-1%	0.2%	-11%	-29%	.	.	.
Cn1cc(/C=N/NC(=O)COc2ccccc2[N+](=O)[O-])c2ccccc21	3%	-1%	4%	4.5%	-3%	-1%	i	-2.7	i
COc1ccc(-c2cnc3c(NC(C)=O)cc(-c4ccc(S(C)(=O)=O)cc4)cn23)cc1OC	.	.	-18%	9.5%	.	0%	.	-1.3	i
O=C(CCNS(=O)(=O)c1ccc(F)c(F)c1)NCCN1CCOCC1	-21%	-3%	-1%	0.5%	-1%	6%	i	-0.7	?
COc1ccc(CNC(=O)c2ccc3c(c2)CCN3S(=O)(=O)c2ccccc2)cc1	?	.	-7%	1.0%	1%	-25%	.	.	i
CSc1ccccc1C(=O)OCC(=O)N1CCCCCC1	?	-1%	-3%	2.2%	1%	-4%	i	-0.3	i
CCCCC(=O)Nc1cc(-c2nc3ccccc3o2)ccc1OC	8%	.	1%	-0.4%	1%	?	.	.	?
COC(=O)c1cccc(NC(=O)NC23CC4CC(CC(C4)C2)C3)c1	14%	1%	-2%	0.4%	1%	-3%	i	-0.9	i
CC(C)c1ccc(S(=O)(=O)c2cc3cc(Br)ccc3oc2=O)cc1	-13%	2%	5%	4.8%	0%	-20%	i	1.6	i
CCCNC(=O)c1c(O)c2c([nH]c1=O)CCCC2	6%	3%	-17%	2.5%	17%	-14%	i	-1.6	?
C=CCN1C(=O)CN=C1Nc1ccc(OC)cc1OC	7%	-1%	3%	1.8%	10%	-4%	i	-2.4	i
COc1ccc(CCN(C)CC(=O)Nc2cc(C)nc3ccccc23)cc1OC	-50%	-12%	7%	-0.4%	0%	-35%	i	-3.7	?
C/C(=N\NC(=O)c1ccc(CSc2nncn2C)cc1)c1ccc(Cl)cc1	7%	2%	-15%	-0.8%	0%	?	i	-3.6	i
C/C(=N/NC(=O)CN1CCN(Cc2ccccc2Cl)CC1)c1cccnc1	?	2%	-21%	-0.9%	-1%	6%	i	1.6	i
O=C(O)CCc1ccc(-c2ccc(Br)cc2)n1-c1ccccc1O	2%	.	-38%	11%	0%	-4%	.	.	i
Cc1ccc(/C=N/c2sc3c(c2C(N)=O)CCCC3)o1	3%	0%	-17%	5.8%	-2%	-25%	i	-1.6	?
COc1ccc(COC(=O)CN2C(=O)NC3(CC(C)CC(C)(C)C3)C2=O)cc1F (stereo unspecified)	2%	1%	-17%	0.2%	3%	-10%	i	-1.0	i
CCOc1ccc(C(=S)NC2CCCCC2)cc1OC	?	-3%	-13%	2.1%	3%	-28%	i	-2.6	i
Cc1ccc2nc(N(Cc3cccnc3)C(=O)COc3ccccc3)sc2c1	.	.	-2%	0.2%	10%	0%	.	.	.
O=C(NN1CCOCC1)c1cc(-c2cccc(Cl)c2)nc2ccccc12	.	0%	-7%	0.0%	-1%	0%	.	-1.3	i
COc1ccc(Br)cc1S(=O)(=O)NCCCN1CCOCC1	2%	-2%	-20%	0.0%	2%	5%	i	-1.9	i
Clc1ccccc1CSc1nncn2c1cc1occc12	4%	.	-35%	-0.7%	5%	2%	.	.	.
Cc1ccc(CN=c2c([N+](=O)[O-])nn(-c3ccc4c(c3)OCCO4)n2O)cc1	?	2%	-11%	7.1%	?	?	i	-4.3	i

Gathered by group: the compounds so far with a thiophene ring, fused or not.
SMILES	Nrf2 block	Mm-Cpn inhibitor	HepG2 viability	Nrf2 activator	A549 tox	TGFb inhibitor	pAkt inh	CCT modulator	S2 tox
CCC(C(=O)NCCc1ccccc1)n1nc(C)n2c(cc3sccc32)c1=O (stereo unspecified)	-5%	.	-1%	0.2%	-11%	-29%	.	.	.
Cc1ccc(/C=N/c2sc3c(c2C(N)=O)CCCC3)o1	3%	0%	-17%	5.8%	-2%	-25%	i	-1.6	?

Next section.
SMILES	Nrf2 block	Mm-Cpn inhibitor	HepG2 viability	Nrf2 activator	A549 tox	TGFb inhibitor	pAkt inh	CCT modulator	S2 tox
CC1(C)CC(=O)N(CC(=O)NC2CCCC2)c2ccccc2S1(=O)=O	1%	-4%	1%	-2.3%	4%	1%	i	0.5	i
Cc1cccc(OCCCN2CCOCC2)c1	5%	1%	2%	0.4%	2%	6%	i	-6.3	i
Cc1cc(N2C(=O)C(=O)/C(=C(/O)c3ccccc3)C2c2cccs2)no1 (stereo unspecified)	-6%	-8%	-34%	-1.0%	-13%	-5%	i	-2.1	i
Cc1ccc2c(c1)-c1c(cnn1CC(=O)N1CCCN(Cc3ccccc3F)C1)CO2	-11%	-1%	-4%	-1.0%	7%	-15%	i	-4.9	i
O=C(CN1CCN(C(c2ccccc2)c2ccccc2)CC1)NCc1ccccc1	9%	1%	-4%	-0.1%	3%	-1%	i	0.2	i
CC(C)(C)c1ccc(OCC(=O)O/N=C(\N)c2ccncc2)cc1	?	.	-37%	-0.5%	-3%	?	i	-2.1	i
O=C(N/N=C/c1ccccc1C(=O)O)c1cccc(S(=O)(=O)N2CCCCC2)c1	1%	3%	2%	-0.8%	0%	-11%	i	0.4	i
O=C1CCCc2c1[nH]c1ccc(Cl)cc21	-5%	-3%	-9%	5.2%	2%	?	i	0.9	i
Cn1c(N)c(C(=O)COC(=O)/C=C/c2ccc(Cl)cc2Cl)c(=O)n(C)c1=O	-14%	1%	-7%	-0.1%	1%	-1%	i	-2.6	i
O=C(CSc1nnc(-c2ccco2)o1)N1CCOCC1	?	1%	12%	-0.4%	0%	4%	i	1.5	i
O=S(=O)(NCC1CCCN(Cc2ccccc2)C1)c1cccc2cccnc12 (stereo unspecified)	16%	-2%	-20%	0.2%	4%	-7%	i	-3.5	i
CCN1CCN(CC(=O)Nc2cc(S(=O)(=O)N(CC)c3ccccc3)ccc2Cl)CC1	?	1%	-17%	3.6%	5%	-4%	i	0.5	i
O=C(Nn1cnnc1)c1ccc([N+](=O)[O-])cc1	0%	-3%	3%	0.2%	-4%	6%	i	2.2	i
Cc1ccc(C)c(OCCC(=O)NCCc2ccc(F)cc2)c1	-5%	0%	3%	-0.7%	4%	12%	i	-1.0	i
Nc1nc(Nc2ccccc2F)nc(N2CCOCC2)c1[N+](=O)[O-]	-2%	1%	5%	2.7%	1%	13%	i	-2.3	i
CCOc1ccccc1NC(=S)NCCCn1ccnc1	?	-1%	3%	-0.1%	?	-2%	i	-0.7	?
O=C(NC1CCCC1)C(c1ccncc1)N(C(=O)c1csnn1)c1ccc(F)cc1 (stereo unspecified)	-7%	-1%	5%	0.1%	0%	14%	i	-2.8	i

Ordered by value in TGFb inhibitor (highest first): 3 of the compounds above
molecule | TGFb inhibitor
O=C(NC1CCCC1)C(c1ccncc1)N(C(=O)c1csnn1)c1ccc(F)cc1 (stereo unspecified) | 14%
Cc1cccc(OCCCN2CCOCC2)c1 | 6%
O=C(CN1CCN(C(c2ccccc2)c2ccccc2)CC1)NCc1ccccc1 | -1%
